HCV inh = HCV inhibition | Huh7.5.1 HCVcc-Cre infection, luciferase reporter, 44 h | Potency, µM (doses to about 41.8 µM), without a hit: top-dose activity change, negative = inhibition, usual class: inhibitors | 340,000 compounds, 3.4% hits | AID 651820; further: potency means the concentration at half of the fitted maximal effect
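Cells (1,000/well) were plated 4 h before compound, then infected with HCVcc-Cre virus (~0.5 moi). After 44 h further culture, infection was read as luciferase luminescence following a 15 min substrate incubation at room temperature.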
HCMV inh = blocks human cytomegalovirus replication; HFF cells, HCMV-luciferase reporter, 72 h; active compounds read low; activity change, negative = inhibition, % at 57.5 µM; 410,000 compounds, 4.5% hits; AID 1259415; in the data active means activity change below about -60%; inconclusive means no clear call, values can overlap the other calls; inactive means above about -39%
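Steps: HFFs plated, 16 h 37C; compounds added; HCMV-luciferase added to MOI 1 PFU/cell; 72 h 37C; OneGlo reagent, 5 min room temperature; luminescence read, normalized to controls.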
AmpC detergent = inhibitors of E. coli AmpC beta-lactamase with detergent | AmpC hydrolysis of nitrocefin, absorbance 480 nm, 0.01% Triton | Potency, µM (titrated, usually from 114 µM), for the others: top-dose activity change, negative = inhibition, most hits filed as inhibitors | 370,000 compounds, 0.041% hits;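 further: potency means the concentration at half of the fitted maximal effect; 0% = no-compound wells and -100% = no-enzyme wells; nearly all actives have a fitted effect of over 25% in size; some results filed as inactive show a strong effect at the top dose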
Target sequence (P00811 whole entry, looked up): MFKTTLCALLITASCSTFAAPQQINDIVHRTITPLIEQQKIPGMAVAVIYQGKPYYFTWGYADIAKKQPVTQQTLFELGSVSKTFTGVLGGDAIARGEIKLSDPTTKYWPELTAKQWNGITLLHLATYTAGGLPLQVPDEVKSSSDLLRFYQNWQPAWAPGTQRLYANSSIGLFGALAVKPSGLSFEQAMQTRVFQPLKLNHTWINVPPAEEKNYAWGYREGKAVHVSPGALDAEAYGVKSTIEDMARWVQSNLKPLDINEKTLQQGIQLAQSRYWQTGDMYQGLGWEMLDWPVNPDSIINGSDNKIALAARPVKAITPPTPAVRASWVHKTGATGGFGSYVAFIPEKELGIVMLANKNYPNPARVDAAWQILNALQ
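AmpC (5.3 nM in the dispensed reagent) in 20 mM phosphate pH 7.0 with 0.01% (detergent screen) or 0.0001% Triton X-100 was preincubated with compounds for 15 min at room temperature. Nitrocefin was then added from an 800 uM solution, and hydrolysis was followed at 480 nm.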
AmpC no deterg = inhibitors of E. coli AmpC beta-lactamase without detergent | AID 485341 | Potency, µM (titrated, usually from 57.1 µM), for inactives: at the top dose activity change, negative = inhibition, most hits filed as inhibitors | AmpC nitrocefin hydrolysis, absorbance 480 nm, 0.0001% Triton | 330,000 compounds, 0.52% hits;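 further: potency means the concentration at half of the fitted maximal effect; plate controls were no compound for no effect and no enzyme for full effect; nearly all actives have a fitted effect of over 20% in size; some results filed as inactive show a strong effect at the top dose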
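20 mM phosphate pH 7.0 + 0.01% (detergent screen) or 0.0001% Triton X-100; 5.3 nM AmpC reagent; cpd preinc 15 min RT; nitrocefin (800 uM stock) to start; A480 q20 s × 4 min; Activity was normalised to no-enzyme and no-compound control wells.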
Sm TGR inh = blocks Schistosoma mansoni thioredoxin glutathione reductase | AID 485364 | 360,000 compounds, 3% hits | purified TGR, DTNB reduction, TNB absorbance 405 nm | Potency, µM (doses to about 114 µM), for inactives: at the top dose activity change, negative = inhibition, actives largely listed as inhibitors; further: potency means the concentration at half of the fitted maximal effect; nearly all actives have a fitted effect of over 60% in size
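Kinetic colorimetric format: TGR-catalysed, NADPH-driven DTNB reduction monitored via TNB absorbance. Enzyme dispensed at 20 nM; compound exposure 15 min at room temperature before reaction start.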
FBPA Giardia inh = inhibitors of Giardia lamblia fructose-1,6-bisphosphate aldolase | A8B2U2 | purified Giardia FBPA | Potency, µM (doses to about 59.6 µM), without a hit: top-dose activity, negative = inhibition, hits mostly inhibitors | 290,000 compounds, 0.71% hits; further: potency means the concentration at half of the fitted maximal effect; nearly all actives have a fitted effect of over 55% in size
Target sequence (A8B2U2 whole entry, looked up): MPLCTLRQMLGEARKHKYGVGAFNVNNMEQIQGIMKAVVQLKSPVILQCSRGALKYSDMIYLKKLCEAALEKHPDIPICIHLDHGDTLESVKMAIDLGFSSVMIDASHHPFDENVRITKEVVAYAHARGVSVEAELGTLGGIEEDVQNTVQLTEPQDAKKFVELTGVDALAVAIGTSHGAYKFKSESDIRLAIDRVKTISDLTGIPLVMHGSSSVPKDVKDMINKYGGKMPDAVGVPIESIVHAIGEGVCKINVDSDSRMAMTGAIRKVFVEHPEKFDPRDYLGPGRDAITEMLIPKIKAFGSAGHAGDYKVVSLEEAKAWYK
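Giardia FBPA (40 nM reagent) was preincubated 10 min at RT with compound (up to 57.5 uM final), then substrate plus GAPDH/TPI/NAD/arsenate coupling system with diaphorase/resazurin was added; resorufin fluorescence (525/598 nm) was read after 20 min.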
The depositor's hits bear a star; ? = inconclusive; · = not tested or not shown; & = joins results of further samples; [ ] = dose if it differs, or a comment. Unless noted, the call rests on the fitted dose curve; in most records, active means well fitted curve in the direction sought with a large enough effect; inconclusive means small, poorly fitted or top-dose-only effect, or another doubt; inactive means no such curve, though single readings can be large; an effect the other way counts as inactive or inconclusive. Unless noted, on the % scale 0 is the no-effect control and ±100 the full control effect. The order is random; overall some 9.9% were active at least once.

Sample of the layout:
SMILES | HCV inh | HCMV inh | AmpC detergent | AmpC no deterg | Sm TGR inh | FBPA Giardia inh
COc1ccccc1C(=O)NC(=O)COC(=O)c1oc2ccccc2c1C | 17% | ? | 5% | -15% | -6% | ·
CN(CCC1CCOCC1)C(=O)CC1C(=O)NCCN1Cc1cccc(F)c1 (centres undefined) | 9% | -5 | -12% | -4% | ? | ·
O=C(c1cc(Cl)ccc1F)N1CCCC(Nc2ccc3c(c2)OCCO3)C1 (centres undefined) | ? | -35 | 6% | 0% | -6% | ·
CCCn1c(N)c(N(CCOC)C(=O)CSCC(=O)Nc2cccc(C)c2)c(=O)[nH]c1=O | -9% | -12 | -10% | -6% | 0% | ·
Cc1cc(C)cc(NC(=O)CSc2nc3c([nH]c4ccccc43)c(=O)n2-c2ccc(F)cc2)c1 | · | -88* | 4% | · | 3% | ·
CN1CCN(CC#CCC(O)(c2ccccc2)C2CCCC2)CC1 (centres undefined) | -21%&-2% | 28 | ? | 18% | -30% | 1%

Results, repeating the preview:
SMILES | HCV inh | HCMV inh | AmpC detergent | AmpC no deterg | Sm TGR inh | FBPA Giardia inh
COc1ccccc1C(=O)NC(=O)COC(=O)c1oc2ccccc2c1C | 17% | ? | 5% | -15% | -6% | ·
CN(CCC1CCOCC1)C(=O)CC1C(=O)NCCN1Cc1cccc(F)c1 (centres undefined) | 9% | -5 | -12% | -4% | ? | ·
O=C(c1cc(Cl)ccc1F)N1CCCC(Nc2ccc3c(c2)OCCO3)C1 (centres undefined) | ? | -35 | 6% | 0% | -6% | ·
CCCn1c(N)c(N(CCOC)C(=O)CSCC(=O)Nc2cccc(C)c2)c(=O)[nH]c1=O | -9% | -12 | -10% | -6% | 0% | ·
Cc1cc(C)cc(NC(=O)CSc2nc3c([nH]c4ccccc43)c(=O)n2-c2ccc(F)cc2)c1 | · | -88* | 4% | · | 3% | ·
CN1CCN(CC#CCC(O)(c2ccccc2)C2CCCC2)CC1 (centres undefined) | -21%&-2% | 28 | ? | 18% | -30% | 1%
O=C(NN=C1c2ccccc2-c2ccccc21)c1cccc(Br)c1 | ? | ? | -4% | -12% | -1% | ?
COc1ccccc1N1C(=O)CC(Sc2ncccc2C(=O)O)C1=O (centres undefined) | 17% | 19 | -14% | 0% | -21% | 15%
O=C(Cn1c(=S)[nH]c2ncccc2c1=O)NCCc1ccccc1 | · | ? | ? | -13% | 8% | 1%
CN(CCCNC(=O)c1nn(C)c2c1CS(=O)(=O)c1ccccc1-2)Cc1ccccc1 | -2% | -18 | -19% | -19% | -20% | -12%
CCOC(=O)c1sc(NC(=O)c2ccc(C)s2)cc1C | ? | -8 | ? | -36% | -28% | -1%
CC(C)c1ccc(C(=O)NC(=S)NCc2cccnc2)cc1 | -12% | -74* | ? | -19% | ? | 0%
O=C1CSC2(C(=O)N(Cc3c(F)cccc3Cl)c3ccccc32)N1c1ccc(F)c(F)c1 (centres undefined) | · | -5 | 5% | · | 1% | ·
CSc1nc(NCC(C)C)c2c3c(sc2n1)CN(C)CC3 | ? | 4 | 2% | 20% | -30% | -8%
COCCCN1C(=O)c2ccc(C(=O)N3CCN(c4ccccc4OC)CC3)cc2C1=O | 23% | ? | 3% | 124%[activator] | -21% | 1%

2 entries picked at random from those above:
SMILES | HCV inh | HCMV inh | AmpC detergent | AmpC no deterg | Sm TGR inh | FBPA Giardia inh
O=C(Cn1c(=S)[nH]c2ncccc2c1=O)NCCc1ccccc1 | · | ? | ? | -13% | 8% | 1%
COc1ccccc1C(=O)NC(=O)COC(=O)c1oc2ccccc2c1C | 17% | ? | 5% | -15% | -6% | ·

(listing goes on)
SMILES | HCV inh | HCMV inh | AmpC detergent | AmpC no deterg | Sm TGR inh | FBPA Giardia inh
CCN(CC)C(=O)[C@H]1C[C@H](CC(=O)NCc2ccco2)C(=O)N2CCc3c([nH]c4ccc(Cl)cc34)[C@]12C | -5% | -17 | · | 179%[activator] | · | ·
Cc1cc(C)nc(SCC(=O)OCC(=O)Nc2ccccc2)n1 | 9% | -11 | -4% | -11% | 0% | -6%
Cc1cccc(C(=O)N2CCCC(N3CCN(Cc4ccc5c(c4)OCO5)CC3)C2)n1 (centres undefined) | -3% | -20 | 0% | 12% | 0% | -7%
CC(Sc1nncs1)C(=O)NCc1ccc2c(c1)OCO2 (centres undefined) | 9% | 48 | -13% | -34% | -3% | 4%
CCn1c(NC(=O)C(C)C)c(-c2ccccc2)c(=O)c2ccccc21 | 8% | 16 | -2% | -19% | 4% | 1%
OCC[C@H]1C[C@H](O)[C@@H](O)[C@]2(OCCc3ccccc32)O1 | -12% | 16 | -7% | -10% | -11% | ·
CCOC(=O)/C(C#N)=C/C1=C(N2CCOCC2)C(C)(C)OCC1 | 1% | -7 | 6% | -9% | 28µM* | -4%
Cc1ccc(C)c(N2CCN(C3CCCC(C)C3)CC2)c1 (centres undefined) | -22% | -35 | ? | -20% | -2% | ?
Cc1ccc2nc(-c3ccc4c(c3)OCCO4)cc(C(=O)O)c2c1 | -1% | 4 | 2% | -23% | 6% | -4%
O=C(NCc1ccccc1)c1c2c(nc3ccccc13)C(=O)N(C1CCCCC1)C2 | · | 19 | 25% | · | -1% | ·
CNC(=O)CN(c1ccc(C(C)C)cc1)S(C)(=O)=O | 7% | 28 | ? | -4% | 8% | -1%
Cc1ccc(S(=O)(=O)Nc2cccnc2Oc2ccc(Cl)cc2)cc1 | -7% | 14 | 3% | -12% | 11% | -18%
Cc1cc(Cl)ccc1C(=O)C1CCCN(C(=O)c2cccnc2C)C1 (centres undefined) | -8% | ? | -8% | 110%[activator] | -8% | 1%
COc1ccc(C)cc1N(C)C(=O)c1sc2nc3n(c(=O)c2c1C)CCCCC3 | · | -2 | -3% | · | 22µM* | ·
O=C(COC(=O)c1ccccc1)Nc1ccccc1N1CCOCC1 | 17% | 52 | -3% | -23% | 0% | 6%

Entries of single compounds as entered above:
`CCN(CC)C(=O)[C@H]1C[C@H](CC(=O)NCc2ccco2)C(=O)N2CCc3c([nH]c4ccc(Cl)cc34)[C@]12C` is entered as HCV inh = -5%; HCMV inh = -17; AmpC detergent = ·; AmpC no deterg = 179%[activator]; Sm TGR inh = ·; FBPA Giardia inh = ·
`O=C(NCc1ccccc1)c1c2c(nc3ccccc13)C(=O)N(C1CCCCC1)C2` is entered as HCV inh = ·; HCMV inh = 19; AmpC detergent = 25%; AmpC no deterg = ·; Sm TGR inh = -1%; FBPA Giardia inh = ·

(further entries)
SMILES | HCV inh | HCMV inh | AmpC detergent | AmpC no deterg | Sm TGR inh | FBPA Giardia inh
Cn1cc(SCC(=O)NCC2CCCO2)c2ccccc21 (centres undefined) | 3% | 26 | ? | 8% | 5% | 0%
COC(=O)[C@]1(Cc2ccccc2)N[C@H](CN(C)S(=O)(=O)c2ccc(C)cc2)[C@@H]2C(=O)N(Cc3ccccc3)C(=O)[C@@H]21 | ? | -15 | · | -44% | · | ·
CCN(CC)C(=O)Cn1cc(SCC(=O)Nc2ccccc2C)c2ccccc21 | · | -9 | 22% | · | 4% | ·
CC1CCCCN1c1nc2nonc2nc1N1CCCCC1C (centres undefined) | 5% | -7 | -2% | -20% | 5% | 6%
CC1(c2ccccc2)NC(=O)N(CC(=O)NCc2cccc(Cl)c2)C1=O (centres undefined) | ? | -1 | 6% | -11% | 6% | 8%
COc1ccc(S(=O)(=O)N2CCc3ccccc3C2)cc1C(=O)O | -3% | -6 | 1% | -6% | 13% | 23%
O=[N+]([O-])c1ccc(/C=N/Nc2nc3ccccc3o2)cc1 | 11% | 74 | -6% | -4% | 1% | ?
Cc1cccc(NC(=O)c2nc[nH]c2C(=O)NCCCCNC(=O)c2[nH]cnc2C(=O)Nc2cccc(C)c2)c1 | 7% | 10 | · | -14% | · | ·
COc1ccc(N2CC(C(=O)NCc3cccnc3)CC2=O)cc1 (centres undefined) | 22% | ? | 0% | -7% | 5% | -4%
CCc1ccc(C2=NNC(=Nc3cccc(S(=O)(=O)N(C)C)c3)SC2)cc1 | 4.5µM* | -99* | -7% | -54% | 0% | -2%
Cc1ccc(CNC(=O)c2cnc(N(C)C)nc2)cc1 | · | -1 | -5% | · | -7% | ·
CC1CC(CC(=O)Nc2nc(-c3ccccc3)cs2)C(=O)O1 (centres undefined) | -14% | 14 | ? | -14% | 10% | -5%
Cc1ccc(CN(CC(=O)NCCc2ccccc2)C(=O)c2csnn2)cc1 | -13% | -34 | 7% | -4% | 4% | 3%
COCCN1CCN(C(=O)c2ccc3oc(CCCc4ccccc4)nc3c2)CC1 | 1% | -1 | 2% | 0% | 2% | ·
Cc1ccn2c(CNC(C)c3cn(C)nc3C)c(C(=O)N3CCCCCC3)nc2c1 (centres undefined) | 15% | 19 | 0% | -12% | 9% | ·
O=C(N/N=C/c1ccc2c(c1)OCO2)c1ccccn1 | -11% | 60 | -9% | -11% | -27% | -23%
COc1ccc(CCNC(=O)CCc2cc(OC)c(OC)c(OC)c2)cc1OC | -9% | 22 | -14% | -4% | 0% | 3%
O=C(OC1CCN(c2ncc(C(F)(F)F)cc2Cl)CC1)c1cccc(C(F)(F)F)c1 | -6% | 5 | 1% | -21% | 0% | -2%
COc1ccc(C(=O)NCc2nnc(SCC(=O)N3CCOCC3)o2)cc1OC | 8% | 1 | -2% | -13% | 0% | -8%
COc1ccc(-c2nnc(CSc3nc4ccccc4c(=O)n3CC3CCCO3)o2)cc1OC (centres undefined) | 1% | -12 | -12% | 3% | -17% | 0%
COc1ccc(/C=C2\Sc3ccc(C(=O)NCC4CCCO4)cc3N(C)C2=O)cc1 (centres undefined) | ? | ? | -11% | 72%[activator] | -4% | 16%
O=C(O)Cn1nnn(-c2ccccc2)c1=S | 5% | -13 | -1% | · | 0% | 18%
COc1cc(OC)cc(C(=O)N[C@H](C(=O)Nc2c(C)n(C)n(-c3ccccc3)c2=O)C(C)C)c1 | -10% | -10 | · | -11% | · | ·
Cc1cc(C(=O)O)cc(Br)c1N | 5% | -27 | -10% | -18% | 11% | 1%

Screening data deposited in PubChem BioAssay by National Center for Advancing Translational Sciences (NCATS).
